# Screening data deposited in PubChem by several laboratories.
# DAGLB inh: DAGLB lipase inhibitors, primary screen, biochemical, fluorescence, HTS; Diacylglycerol lipase-beta (Homo sapiens), Q8NCG7; HEK293T DAGLB membrane lysate, EnzChek fluorogenic substrate; inhibition, % at 5.17 µM; hit rate 0.059% among 340,000; in the data active means inhibition above about 34%;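 further: 0% = enzyme with vehicle and 100% = wells lacking enzyme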
# V-ATPase pHluor: regulators of yeast V-ATPase proton pumping, primary screen, pHLuorin cytosolic pH fluorescence; AID 504577, 2011; response, % at 10 µM; hit rate 0.37% among 350,000; S. cerevisiae; in the data active means response mostly above about 7.3%, no sharp cut-off; inactive means mostly below about 5.4%; further: actives read high; inactives centre near 0; some compounds called inactive have numbers as strong as hits
# CAL PDZ FP-1: untagged CAL PDZ binding inhibitors, primary screen, biochemical, fluorescence polarization, HTS | AID 602252, 2012 | hit rate 0.92% among 300,000 | inhibition, % at 24.9 µM | purified CAL PDZ, TMR-peptide fluorescence polarization, 1 h | Golgi-associated PDZ and coiled-coil motif-containing protein (Homo sapiens), Q9HD26;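 active means mean inhibition of at least 30% with at least half of replicates also reaching 30%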;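 further: 0% = DMSO neutral control and 100% = excess unlabeled competitor peptide PRC23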
# Keap1-Nrf2 PPI: Keap1-Nrf2 protein-protein interaction inhibitors, primary screen, biochemical, fluorescence polarization, single point; Kelch-like ECH-associated protein 1 (Homo sapiens), Q14145; Keap1 Kelch-Nrf2 peptide fluorescence polarization, 1536-well; inhibition, % at 9.4 µM; hit rate 0.15% among 340,000; AID 504523, 2011; in the data active means inhibition above about 12%;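 further: human Keap1 Kelch domain with fluorescein labeled Nrf2 9mer peptide probe; 0% = neutral control wells and 100% = peptide positive control; higher means more block of Keap1 binding to Nrf2 peptide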
# Arrestin-AP2 inh: inhibitors of beta-arrestin/AP2 binding, primary screen, biochemical, GPCR trafficking, flow cytometry; beta-arrestin 1 C-terminal peptide binding to AP2 beta2-adaptin appendage (human); FITC-arrestin peptide / GST-AP2 beads; AP2 beta2 appendage carries R879A mutation; inhibition, % at 10 µM; hit rate 0.31% among 340,000;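 active means inhibition above a set limit, near 3 SD of compounds lacking own fluorescence, cut at about 54% in these data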;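 further: plate controls were DMSO wells for no effect and 5 µM unlabelled arrestin peptide for full effect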
#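 system = GST-tagged AP2 beta2-adaptin appendage (R879A) on 4 µm glutathione beads | reagent = FITC-labelled arrestin peptide probe, 50 nM final | schedule = compound with beads 12 min RT, then probe 1 h RT | signal = HyperCyt-sampled flow cytometry, FL1 channel, ex 488/em 535 nm | read-out = percent response from loss of bead-bound FITC fluorescence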
# Cardiac RTF inh: cardiac RTF calcium sensitivity inhibitors, primary screen, biochemical, IANBD-TnC fluorescence, EC70 calcium; Troponin I, cardiac muscle (Homo sapiens) + Troponin T, cardiac muscle (Homo sapiens) + …; IANBD-labeled cardiac RTF, Ca2+ fluorescence; inhibition, % at 7.15 µM; hit rate 0.12% among 340,000; AID 493244, 2011;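 active means inhibition above the mean inhibition of all tested compounds plus 3 SD, cut at about 17% in these data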;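 further: assay run at fixed EC70 calcium of 1.6 mM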
# DSG3 Ab inh: inhibitors of pemphigus antibody binding to DSG3, primary screen, biochemical, bead-based, flow cytometry, scFv-GFP. DSG3-coupled beads, scFv-anti-DSG3-GFP binding; stronger effect = lower value. AID 588358, 2011. binding (percent of control), % at 10 µM. hit rate 0.48% among 310,000. Desmoglein-3 (Homo sapiens), P32926;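 active means binding more than 3 SD below its plate's average and above zero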; further: some compounds called inactive have numbers as strong as hits
# C-LANA FP: inhibitors of KSHV C-LANA binding to DNA, primary screen, biochemical, fluorescence polarization, FAM-LBS DNA, MBP-C-LANA, single point; Kaposi's sarcoma herpesvirus LANA C-terminal domain (residues 932-1162) DNA binding; inhibition, % at 9 µM; hit rate 0.078% among 340,000; AID 504423, 2011;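 active means highest replicate inhibition at or above 60% at 9 µM, even if other replicates fall short; inactive means all replicates below 60% inhibition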;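 further: 0% = neutral control wells and 100% = 4 µM acridine orange control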
# CAL PDZ FP-2: CAL PDZ peptide-binding inhibitors, primary screen, biochemical, fluorescence polarization, Cer-tagged CAL PDZ, HTS | purified CAL PDZ, TMR-peptide fluorescence polarization, 1 h | inhibition, % at 20 µM | hit rate 0.02% among 330,000 | AID 504414, 2011;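 active means highest replicate inhibition of at least 40%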;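 further: plate controls were DMSO neutral control wells for no effect and unlabeled competitor peptide control wells for full effect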
#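 Control set: unlabelled peptide and DMSO controls / Material: purified CerCALP PDZ construct / Timing: 1 h incubation at room temperature before polarization reading / Doses: 20 µM, one dose / Detection: fluorescence polarization (mP)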
# NSD2 inh: NSD2 histone methyltransferase inhibitors, primary screen, biochemical, AlphaScreen, single concentration, set 2; hit rate 0.54% among 310,000; NSD2 peptide methylation, 120 min; inhibition, % at 12.5 µM; Histone-lysine N-methyltransferase NSD2 (Homo sapiens), O96028; AID 743445, 2014; in the data active means inhibition above about 50%
# The depositor's hits bear a star; x = not tested or not shown. These rows are one share of the data. The share of hits here may be higher or lower than overall.
# A first look, 2 compounds:
SMILES,DAGLB inh,V-ATPase pHluor,CAL PDZ FP-1,Keap1-Nrf2 PPI,Arrestin-AP2 inh,Cardiac RTF inh,DSG3 Ab inh,C-LANA FP,CAL PDZ FP-2,NSD2 inh
COc1ccc(CCNC(=O)C2CCCN(S(=O)(=O)c3cc(C)ccc3OC)C2)cc1OC (stereo not given),-1,-2,-3,1,-13,2,94,-0.3,-2.1,-1
CCO[C@H]1OC(C(=O)N2CCCCCCC2)=C[C@@H](c2ccc(C(F)(F)F)cc2)[C@@H]1CCCO,-5,-3,-2,1,13,-5,99,-2.5,0.3,x

# All compounds of this part, previewed entries included:
SMILES,DAGLB inh,V-ATPase pHluor,CAL PDZ FP-1,Keap1-Nrf2 PPI,Arrestin-AP2 inh,Cardiac RTF inh,DSG3 Ab inh,C-LANA FP,CAL PDZ FP-2,NSD2 inh
COc1ccc(CCNC(=O)C2CCCN(S(=O)(=O)c3cc(C)ccc3OC)C2)cc1OC (stereo not given),-1,-2,-3,1,-13,2,94,-0.3,-2.1,-1
CCO[C@H]1OC(C(=O)N2CCCCCCC2)=C[C@@H](c2ccc(C(F)(F)F)cc2)[C@@H]1CCCO,-5,-3,-2,1,13,-5,99,-2.5,0.3,x
COc1cc(NC(=O)CCc2nc(-c3cccs3)no2)cc(OC)c1OC,-1,-1,-3,-1,1,-25,103,2.2,-1.5,-1
CN(c1ccccc1)S(=O)(=O)c1ccc(NC(=O)c2cccs2)cc1,-6,8,-4,-4,38,10,99,-1.4,-2.3,-2
CCN=C(NC#N)SCc1c(F)cccc1Cl,-2,2,4,-1,-11,3,112,-0.3,-3.9,0
OC(c1ccccc1)c1ccncc1 (stereo not given),2,0,-3,2,2,-5,104,-1.6,0.6,x
Cc1ccc(N2C(=O)N(Cc3ccccc3C)c3ccccc3S2(=O)=O)cc1,-6,-2,-1,-2,-16,-6,105,1.0,-1.0,-3
c1ccc2c(c1)ccc1nnc(SCc3ccc4c(c3)OCCO4)n12,-3,-2,x,5,-6,1,98,0.2,-2.0,x
COc1ccccc1NC(=O)C1=C(C)NC(=O)NC1c1cc(C)cs1 (stereo not given),0,-3,x,-5,0,-3,113,1.3,-1.5,-2
CCOc1cc(/C=C/c2cccc[n+]2C)ccc1OCC(=O)Nc1ccc(C)cc1,2,1,-1,2,-10,-1,111,-0.1,-1.4,12
Cn1ncc(C#N)c1NC(=O)c1cc(-c2ccccc2Cl)on1,1,5,-7,-7,3,-10,99,0.9,-3.5,-2
CCc1nnc(NC(=O)CCC2CCCCC2)s1,1,0,-1,3,-2,-1,102,-0.2,0.1,-3
O=C(NC12CC3CC(CC(C3)C1)C2)c1cncc(O)c1,1,-2,-3,-1,7,-7,100,2.7,-0.8,2
COCCCN(Cc1cc(OC)c(OC)c(OC)c1)C(=S)Nc1cccc(SC)c1,-1,5,x,x,x,x,104,x,x,2
COc1cc(OC)cc(C(=O)NCC2CCCN(C(=O)c3csc(C)n3)C2)c1 (stereo not given),-3,-3,-2,0,0,-12,110,0.0,-2.3,-1
c1ccc2nc(SCc3cn4ccccc4n3)cnc2c1,0,2,x,2,42,-1,105,0.2,-2.0,4
CC(=O)Oc1cc2c(cc1Cl)C(c1cccs1)CC1(CC(C)(C)NC(=S)N1)O2 (stereo not given),1,-2,2,-2,-6,4,92,0.7,-2.1,39
Nc1nonc1-n1nnc(C(=O)N/N=C/c2c(F)cccc2Cl)c1-c1ccc2c(c1)OCO2,-2,-1,0,-6,-19,-5,94,1.2,-2.1,-1
CCCN(CC(=O)Nc1ccc(F)c(F)c1F)Cc1cc(=O)n2ccsc2n1,1,-4,4,0,8,-7,110,-1.0,-1.0,0
O=S(=O)(CCN1CCSCC1)c1ccccc1,-4,5,-5,1,-3,-11,104,-0.4,-0.6,-1
CCCCn1c(N)c(N(CCOC)C(=O)COC(=O)c2cc(CC)c(C)s2)c(=O)[nH]c1=O,-3,2,-2,-4,1,3,108,-0.4,-0.4,1
Cc1cc2nc(N3CCN(C(=O)c4ccco4)CC3)sc2cc1C,0,15,-2,5,44,-10,112,-1.3,-2.0,-1
CCCOc1cccc(C(=O)Nc2cccc(NC(=O)c3ccco3)c2)c1,-1,-2,x,-8,-7,-8,109,0.0,1.3,0
CCN1/C(=C/C(=S)Nc2ccccc2)Sc2ccccc21,1,1,-8,-1,-6,0,107,1.2,-0.5,2
Nc1nc(-c2ccccc2)c(C(=O)Nc2ccccc2)s1,5,-1,-4,-5,-4,5,104,-2.4,-2.9,1
CC1(C)Cc2c(sc3nc(C4CC4)n(N)c(=O)c23)CO1,0,2,x,-3,-17,1,99,16,-0.9,-1
O=C(Nc1cccc(C(F)(F)F)c1)c1cccnn1,1,5,-2,-2,5,3,99,0.8,-0.7,-1
CCCCn1c(N)c(N(CC(C)C)C(=O)C2CC(=O)N(Cc3ccccc3)C2)c(=O)[nH]c1=O (stereo not given),-1,0,-2,-6,-8,-9,95,-1.8,-2.4,-2
CCC(=O)N1C(C(=O)NCc2ccc(OC)cc2)CSC1c1ccc(OC)cc1 (stereo not given),2,2,x,1,-2,-5,104,-0.4,-0.2,x
CCN1CCN(c2nc(NCCO)c3ccccc3n2)CC1,0,0,-1,-6,33,2,119,-1.5,-0.4,6
c1ccc(-c2nnc3sc(CN4CCc5ccccc54)cn23)cc1,2,3,-2,-3,-2,-5,104,-1.1,-0.7,1
Cc1noc(/C=C/c2ccco2)c1S(=O)(=O)N1CCC(C(=O)NCc2ccco2)CC1,-3,0,2,2,-8,-8,96,-0.2,0.1,-1
CCC1C(=NO)C(CC)C(c2ccccc2)NC1c1ccccc1 (stereo not given),-14,0,-9,-7,-14,4,x,2.1,5.8,28
CNc1nc2c(c(=O)[nH]c(=O)n2C)n1CCCc1ccccc1,-1,-1,-4,-2,-7,-5,97,-1.2,-0.8,30
CCn1c(C(C#N)/C(=N\S(=O)(=O)c2cccs2)c2ccccc2)nc2ccccc21 (stereo not given),4,-2,0,-3,14,-12,74*,0.5,-1.7,-3
O=C(NCCC1=CCCCC1)C1CC(=O)N(Cc2ccccc2)C1 (stereo not given),0,4,-2,-3,2,0,116,-0.8,-2.0,-3
COc1ccc(NC(=S)NNc2ccc([N+](=O)[O-])cc2S(=O)(=O)Nc2ccc(C)cc2C)cc1,11,-1,-3,-6,4,-2,102,-3.5,-0.1,14
O=C(Cn1ncc(Cl)c(Cl)c1=O)Nc1ccc2c(c1)OCO2,2,5,x,0,-7,-7,87,-1.8,-1.3,-1
COc1cccc(NC(=O)c2ccccc2N(Cc2ccccc2)S(C)(=O)=O)c1,0,6,45*,0,7,-9,119,3.3,-1.9,-2
O=C(O)Cn1ccnc1,1,0,1,2,-6,-2,x,-0.5,-1.6,-3
Cc1ccc(C(=O)C2CC2)cc1C,-1,-6,-2,4,-1,1,95,x,0.3,-1
CP(C)(=O)CCP(=O)(c1ccccc1)c1ccccc1,-2,-2,-5,0,-6,6,x,-2.3,-0.4,-2
COc1ccc2c(c1)C1=C(CC2)C(c2ccc(C)cc2)NC(=S)N1 (stereo not given),0,0,x,4,15,-1,106,0.3,-0.1,0
CC1=CS/C(=C(/C#N)C(=O)NCc2ccco2)N1c1ccccc1,-5,1,x,-3,2,-8,103,1.2,-0.7,x
CCN(CC)C(=O)C(=O)c1cn(CCOc2ccccc2)c2ccccc12,0,-1,-7,-3,9,-8,118,-0.8,-0.9,1
C[C@@H](NC(=O)CN1C(=O)c2ccccc2S1(=O)=O)c1ccccc1,-6,-1,-2,2,19,-7,101,-0.2,-2.7,7
COc1ccc(CC(=O)Nc2nc(C)cs2)cc1,0,-3,-29,1,2,-42,111,1.4,-3.1,-2
Cc1cc(N2CCN(c3ccccc3F)CC2)nc2cc(O)ccc12,2,-7,1,0,-9,-7,90,1.0,-2.4,-5
O=C(c1cc(-c2cccc(Cl)c2)nc2ccccc12)N1CCCC1,1,0,-5,4,20,-11,100,1.8,-1.6,-3
Cn1c(/C(C#N)=C/c2ccc(O)cc2)nc2ccccc21,0,-3,-1,-4,-13,0,94,1.3,-2.6,x
O=[N+]([O-])c1cc2oc3c(c2c(C=NCc2ccccc2)c1O)CCCC3,29,-1,1,-4,5,-8,91,0.2,-0.1,0
CC1CCc2sc(C(=O)NC3CCCCC3)cc2C1 (stereo not given),-8,-2,-4,-2,2,-4,108,-0.4,0.8,-1
O=c1oc2ccccc2c(NC(c2ccccc2)c2ccccc2)c1[N+](=O)[O-],0,-5,0,-3,1,-5,101,-3.4,1.6,3
O=C(c1ccc(Br)s1)N1CCN(S(=O)(=O)c2ccccc2)CC1,-2,3,-3,5,-11,6,101,-1.3,-0.7,-2
Cc1cccc(-c2nc3c(c(=O)c4ccccc4n3C)c(=O)n2-c2ccccc2)c1,0,-2,-1,1,8,4,x,-0.4,-4.3,35
O=C(NC1CC(=O)c2sccc21)c1ccc(Cl)cc1Cl (stereo not given),1,5,12,-5,5,7,92,-0.5,0.7,-4
CCOc1ccc(CN(C)CC(=O)NCc2ccccc2)cc1,-5,-1,-2,6,-5,-13,97,1.4,-0.8,1
COc1cc(/C=C2\C(=N)N3N=C(S(C)(=O)=O)SC3=NC2=O)ccc1OCCOc1ccccc1C,2,4,-9,-2,5,1,96,9.0,-3.3,5
COc1ccc(N(CC(=O)Nc2cccc(OC)c2)S(=O)(=O)c2c(C)nn(C)c2C)cc1,0,1,0,0,13,-5,99,-2.8,-0.6,0
CCCCCN(C(=O)CCC(=O)OCCOc1cccc(Cl)c1)c1c(N)n(CCCC)c(=O)[nH]c1=O,-2,1,-2,0,6,-7,98,0.7,-1.8,3
COc1ccc(-c2c(-c3ccc(C#N)cc3)oc(=O)c3cc(OC)c(OC)cc23)cc1,-16,-2,-6,-4,0,0,92,-3.5,-2.3,x
O=C(CCCC(=O)NCCc1ccccc1)NCCc1ccccc1,1,3,-6,-1,17,3,102,-0.3,0.0,0
